uPA surface inh = cell surface uPA generation inhibition; AID 540303; Potency, µM (doses to about 38.3 µM), inactives show top-dose activity change, negative = inhibition, hits mostly inhibitors; cell surface uPA generation assay, qHTS; 0.31% of 330,000 active; active = well fitted inhibition curve with a large enough effect; inconclusive = small, poorly fitted or top-dose-only effect; inactive = no such curve, though single readings can be large or run the other way; tested in mouse RAW 264.7 cells; note: potency is the fitted concentration of half-maximal effect; % is set by controls: 0 for no effect and ±100 for the full control effect; nearly all actives have a fitted effect of over 55% in size
Mito fusion act = inhibitors of mitochondrial division or activators of mitochondrial fusion; S. cerevisiae fusion-defective mutant growth rescue, CellTiterGlo 48 h; Potency, µM (series often up to 46.1 µM), for the others: top-dose growth rescue (activation), hits mostly activators; 0.23% of 320,000 active; AID 485298;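 note: potency is the fitted concentration of half-maximal effect; % of control where 0% means no effect; nearly all actives have a fitted effect of over 45% in size; temperature-sensitive fusion mutants such as fzo1-1 at 37 °C on non-fermentable ethanol glycerol medium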
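Yeast fusion mutant, YPEG (non-fermentable carbon), compound, 48 h at 37C non-permissive; CellTiterGlo added, 10 min RT, luminescence read. Rescued growth = division inhibition.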
TSHR antagonist = blocks TSH signaling through the human TSH receptor | 0.2% of 330,000 active | P16473 | TSHR-expressing cells, TSH-stimulated cAMP HTRF, 2 h; stronger effect = lower value | activity change, negative = inhibition, % at 11.5 µM;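 active = activity change below a set negative limit, meaning inhibition stronger than a set level, cut at about -70% in these data; inconclusive = activity change between two set negative limits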; note: % is set by controls: 0 for no effect and ±100 for the full control effect
Target sequence (P16473 whole entry, looked up): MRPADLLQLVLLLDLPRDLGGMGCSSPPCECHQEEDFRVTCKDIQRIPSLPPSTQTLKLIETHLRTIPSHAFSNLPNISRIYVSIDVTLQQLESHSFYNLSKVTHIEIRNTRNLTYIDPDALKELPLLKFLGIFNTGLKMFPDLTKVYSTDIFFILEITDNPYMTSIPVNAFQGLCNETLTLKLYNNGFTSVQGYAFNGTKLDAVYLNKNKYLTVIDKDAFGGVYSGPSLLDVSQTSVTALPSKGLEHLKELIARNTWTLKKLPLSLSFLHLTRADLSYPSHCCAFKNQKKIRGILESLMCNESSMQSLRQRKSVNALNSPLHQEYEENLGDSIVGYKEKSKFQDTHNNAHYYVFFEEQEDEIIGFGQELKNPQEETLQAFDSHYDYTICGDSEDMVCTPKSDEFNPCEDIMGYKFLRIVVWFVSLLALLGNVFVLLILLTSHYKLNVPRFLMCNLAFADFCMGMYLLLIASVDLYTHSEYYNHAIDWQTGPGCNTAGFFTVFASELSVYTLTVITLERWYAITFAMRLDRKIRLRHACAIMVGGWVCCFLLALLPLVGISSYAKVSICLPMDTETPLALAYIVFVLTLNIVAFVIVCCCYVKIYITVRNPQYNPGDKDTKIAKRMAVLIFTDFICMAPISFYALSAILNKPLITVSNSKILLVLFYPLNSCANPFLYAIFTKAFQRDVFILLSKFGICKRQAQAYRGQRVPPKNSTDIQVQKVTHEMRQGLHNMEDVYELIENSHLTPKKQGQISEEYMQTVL
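Cell-based HTRF cAMP assay; TSHR cells + compound, TSH EC80 (4nM final), 2 h, 37 deg C. Lysis with anti-cAMP cryptate and cAMP-d2, 30 min RT, read 665/620 nm.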
USP2a inh = blocks human ubiquitin-specific protease USP2a; USP2 core, Ub-CHOP2 coupled fluorogenic reporter, 485/531; Potency, µM (top dose mostly 38.3 µM), inactives show top-dose activity change, negative = inhibition, hits mostly inhibitors; 0.01% of 330,000 active;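 note: potency is the fitted concentration of half-maximal effect; plate controls were DMSO wells for no effect and full inhibition by NEM control for full effect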
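Cell-free coupled assay: 10nM USP2 core preincubated 30min RT with compound in Tris-HCl pH 8.0/CaCl2/CHAPS buffer, then 25nM Ub-CHOP2 and 25nM reporter substrate; fluorescence (Ex 485/Em 531) read after 60min RT, normalized to NEM inhibition, concentration-response curves fitted.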
TSG101-PTAP inh = blocks PTAP/TSG101 interaction to inhibit HIV-1 budding | Q99816 | Fluorescence polarization, FITC-PTAP peptide / Tsg101 binding | Potency, µM (highest dose often 115 µM), for inactives: at the highest dose activity change, negative = inhibition, actives largely listed as inhibitors | 340,000 tested, under 10 active; active = well fitted inhibition curve with a large enough effect in the main read-out, with a control signal flat, not every such curve was filed as active; inconclusive = small, poorly fitted or top-dose-only effect, or effect the other way, or a change in a side signal; inactive = no such curve, though single readings can be large or run the other way; note: potency is the fitted concentration of half-maximal effect; % of control where 0% means no effect
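Fluorescence anisotropy tracks displacement of a FITC-tagged PTAP peptide (50 nM) from the Tsg101 binding domain (10 uM), following a 20 min room-temperature incubation at pH 7.5.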
Eya2 phos inh = blocks the phosphatase activity of human Eya2. O00167. recombinant Eya2, OMFP fluorescence dephosphorylation (OMFP is methylfluorescein phosphate). Potency, µM (highest dose often 76.9 µM), without a hit: at the top dose activity, negative = inhibition, actives largely listed as inhibitors. 0.006% of 330,000 active. AID 488837; note: potency is the fitted concentration of half-maximal effect; % is set by controls: 0 for no effect and ±100 for the full control effect
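Eya2 protein (added as 0.2 uM solution) was preincubated with compound for 10 min at ambient temperature in 50 mM HEPES pH 7.5, 50 mM NaCl, 5 uM MgCl2, 0.05% BSA, 1 mM DTT. OMFP (added at 50 uM) then reacted 10 min; fluorescence read at 485/525 nm.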
B2AR arrestin = beta2AR (human) beta-arrestin recruitment activity. P07550. beta-arrestin recruitment to beta2AR, cell-based reporter. Potency, µM (titrated, usually from 46.1 µM), inactives show at the top dose activation, most hits filed as activators. 0.02% of 330,000 active;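 note: potency is the fitted concentration of half-maximal effect; 0% = DMSO controls and full agonism = EC100 isoproterenol or metaproterenol; nearly all actives have a fitted effect of over 65% in size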
Tb PFK inh = blocks T. brucei phosphofructokinase; Potency, µM (top dose mostly 57.5 µM), for inactives: at the top dose activity, negative = inhibition, usual class: inhibitors; 0.17% of 330,000 active; T. brucei PFK, ADP-Glo luminescence;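 note: potency is the fitted concentration of half-maximal effect; 0% = uninhibited 1x PFK enzyme wells and -100% = no-enzyme wells; nearly all actives have a fitted effect of over 60% in size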
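1.25 nM PFK with 0.5 mM F6P and 0.1 mM ATP in 0.1 M TEA pH 8.0, 5 mM MgCl2, incubated 45 min at room temperature; ADP measured by ADP-Glo luminescence; compounds titrated up to 57 uM.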
Chronic BCR inh = blocks chronic active B-cell receptor signaling. Potency, µM (doses to about 46.1 µM), without a hit: at the top dose ratio change, negative = lower green/red ratio, actives largely listed as inhibitors. ABC-DLBCL IkBa-CBG/CBR reporter, luminescence ratio, 4 h. 0.05% of 340,000 active. AID 493014; active = well fitted inhibition curve with a large enough effect in the signal ratio, with a control signal flat, not every such curve was filed as active; inconclusive = small, poorly fitted or top-dose-only effect, or effect the other way, or a change in a side signal; the % refers to the signal ratio;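 note: potency is the fitted concentration of half-maximal effect; plate controls were basal doxycycline-induced cells for no effect and cells given 10 µM MG132 for full effect; MG132 reads +100%, hits lower the ratio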
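Concentration-response series (up to 46 uM) were applied to TMD8 dual-reporter cells for 4 h at 37C with doxycycline. Green/red ratio, after filter-overlap correction, defined %Activity; red signal alone was normalised to basal cells and zero luminescence.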
TCR activator = activators of T cell receptors; primary human leukocytes, anti-CD3, IL-2 HTRF, 48 h; Potency, µM (series often up to 9.22 µM), for the others: at the highest dose activation of IL-2 secretion, actives largely listed as activators; 330,000 tested, under 10 active; note: % of control where 0% means no effect
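HTRF read-out of IL-2 secretion: europium cryptate donor excited at 320nm, d2 acceptor emission at 665nm. Cells were primary human leukocytes incubated 48 hr with compounds and a-CD3 beads, supplying TCR signal only.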
ELG1 DNA repair = ELG1-dependent DNA repair inhibition; HEK293T ELG1-luciferase reporter, luminescence, 16 h; DNA damage induced by 5-fluorouridine; Potency, µM (titrated, usually from 46.1 µM), without a hit: at the highest dose activity change, negative = inhibition, usual class: inhibitors; 2.3% of 330,000 active; AID 504467; note: potency is the fitted concentration of half-maximal effect; % is set by controls: 0 for no effect and ±100 for the full control effect; nearly all actives have a fitted effect of over 55% in size
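HEK293T cells expressing luciferase-tagged ELG1 (2,000/well) received 5-Fluorouridine plus compound or DMSO for 16 hr at 37 °C. Luciferase was read by ONE-Glo luminescence after 30 min at room temperature.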
* marks the source's active call; other numbers are inactive results; ? = inconclusive; · = not tested or not shown; [ ] = another dose, or the depositor's remark. Unless noted, calls come from the whole dose curve; as a rule, active = well fitted curve in the direction sought with a large enough effect; inconclusive = small, poorly fitted or top-dose-only effect, or another doubt; inactive = no such curve, though single readings can be large; an effect the other way counts as inactive or inconclusive.

SMILES	uPA surface inh	Mito fusion act	TSHR antagonist	USP2a inh	TSG101-PTAP inh	Eya2 phos inh	B2AR arrestin	Tb PFK inh	Chronic BCR inh	TCR activator	ELG1 DNA repair
Cn1c(=O)[nH]c(=O)c2c1nc(N1CCCCC1)n2CCCSc1nc2ccccc2s1	0%	?	-14	-1%	0%	-12%	3.2%	-3%	-10%	0%[46.1 µM]	21µM*
O=C(NC1CCCC1)C1=COCCO1	6%	-1%	6	0%	-1%	4%	-0.7%	0%	?	6%	?
Cn1c(CN2CCCC2)nc2cc(NS(=O)(=O)c3ccc(Cl)cc3)ccc21	3%	-3%	-6	0%	0%	3%	-1.5%	4%	6%	-10%	3%
COc1cc(C(=O)NNC(=O)c2ccc(S(=O)(=O)N3CCCCC3)cc2)cc(OC)c1OC	4%	0%	0	5%	-2%	2%	-1.4%	-4%	-1%	1%[46.1 µM]	?
COc1ccc(Cl)cc1NC(=O)CC(C)c1ccccc1 (configuration not stated)	-4%	-27%	-9	1%	-2%	9%	0.2%	2%	?	-9%	-4%
Cc1sc(NC(=O)C2=COCCO2)nc1-c1ccc(Cl)cc1	3%	18%	-25	-1%	-2%	7%	0.1%	-1%	?	-33%	?
CCOc1ccc(OCC)c(NC(=O)Cn2c(C)nc3ccccc3c2=O)c1	7%	10%	1	1%	0%	2%	0.0%	-1%	?	13%	-28%
Cc1ccc(C(=O)COC(=O)CNC(=O)c2ccccc2)s1	8%	1%	-4	4%	-2%	12%	-0.2%	-1%	?	·	7%
O=C(O)c1ccc(/C=C2\SC(=S)N(Nc3ccccc3)C2=O)cc1	5%	-8%	-12	9%	-4%	-25%	0.5%	-2%	?	0%	10%
O=C(N/N=C/C(Br)=C\c1ccccc1)c1n[nH]c2c1CCC2	-49%	-11%	-15	0%	-7%	-8%	?	0%	?	·	?
CCOc1ccc(CCNC(=O)COC(=O)Cc2ccc(F)cc2)cc1OCC	-4%	4%	4	0%	-4%	-12%	-0.9%	0%	6%	1%	7%
COC(=O)c1ccccc1S(=O)(=O)N1CCC(NC(=O)C(Cc2cccc(OC)c2OC)NC(C)=O)CC1 (configuration not stated)	3%	-3%	0	-2%	-1%	6%	0.0%	4%	2%	-17%	5%

Compound profiles, as listed above. Values in the order: uPA surface inh, Mito fusion act, TSHR antagonist, USP2a inh, TSG101-PTAP inh, Eya2 phos inh, B2AR arrestin, Tb PFK inh, Chronic BCR inh, TCR activator, ELG1 DNA repair
Record of O=C(NC1CCCC1)C1=COCCO1 : 6%, -1%, 6, 0%, -1%, 4%, -0.7%, 0%, ?, 6%, ?
Record of COc1cc(C(=O)NNC(=O)c2ccc(S(=O)(=O)N3CCCCC3)cc2)cc(OC)c1OC : 4%, 0%, 0, 5%, -2%, 2%, -1.4%, -4%, -1%, 1%[46.1 µM], ?
Record of Cn1c(CN2CCCC2)nc2cc(NS(=O)(=O)c3ccc(Cl)cc3)ccc21 : 3%, -3%, -6, 0%, 0%, 3%, -1.5%, 4%, 6%, -10%, 3%

Further records:
SMILES	uPA surface inh	Mito fusion act	TSHR antagonist	USP2a inh	TSG101-PTAP inh	Eya2 phos inh	B2AR arrestin	Tb PFK inh	Chronic BCR inh	TCR activator	ELG1 DNA repair
Cc1cccc(NC(=O)c2ccccc2NC(=O)CCC(=O)O)c1	5%	-3%	16	3%	1%	-1%	-1.1%	-7%	?	3%[46.1 µM]	4%
Nc1ncc([N+](=O)[O-])c(N2CCCCCC2)n1	-2%	8%	-6	-6%	-3%	5%	-0.7%	-10%	?	-2%	2.3µM*
Cc1cccc(C(=O)N2CCCC(Nc3ccc(C(C)C)cc3)C2)n1 (configuration not stated)	-6%	-8%	3	0%	-3%	-18%	0.4%	3%	0%	-1%	0%
CCOC(=O)N1CCN(C(=O)c2cnn3c(C(F)(F)F)cc(-c4cccs4)nc23)CC1	4%	-1%	-7	0%	-3%	-2%	-0.5%	0%	-3%	-7%	6.5µM*
CC(C)(C)c1ccc(OCc2ccc(C(=O)Nc3cccnc3)o2)cc1	-11%	?	-4	-2%	2%	-4%	-0.1%	-4%	-6%	1%	?
COc1ccc(CCNC(=O)CSCc2n[nH]c(=O)[nH]2)cc1OC	·	-3%	-8	2%	-2%	-1%	-0.3%	0%	18%	-3%	13%
CC1CN(C(=O)CCC(=O)NCc2ccccc2)c2ccccc2O1 (configuration not stated)	7%	-1%	28	1%	-4%	8%	4.6%	2%	5%	6%	16%
Cc1cc(C)cc(OCc2ccc(C(=O)N3N=C(C(F)F)CC3(O)C(F)F)o2)c1 (configuration not stated)	4%	9%	4	1%	-4%	-4%	0.1%	-1%	-1%	1%	·
COc1ccc(-c2coc3cc(O)cc(O)c3c2=O)cc1OC	-4%	-3%	13	11%	-2%	7%	0.2%	0%	?	-6%	?
COc1ccc(CSc2nc(C)cc(=O)[nH]2)cc1	8%	3%	-8	-1%	-6%	3%	0.4%	1%	-3%	-7%	19%
O=C(CCNC(=O)C1CCN(S(=O)(=O)c2ccc(F)cc2)CC1)NCCc1ccc(Cl)cc1	?	-2%	-1	3%	0%	2%	0.3%	0%	0%	6%	1%
CCOC(=O)Cn1c(=O)c2c(nc(Br)n2Cc2ccccc2Cl)n(C)c1=O	-4%	11%	-2	-1%	-2%	-1%	-0.1%	-6%	4%	0%[46.1 µM]	?
O=C(O)CCc1ccc(-c2ccc(F)cc2)n1NC(=O)c1ccco1	3%	-1%	1	-1%	-5%	-5%	-0.2%	0%	-2%	-2%	2%
O=C(NCCCNC(=O)c1ccco1)c1ccc(Cl)c(Cl)c1	6%	-27%	-6	2%	-1%	-3%	-0.3%	-5%	-2%	-2%	2%
CC(Oc1ccccc1)C(=O)Nc1ccccc1F (configuration not stated)	9%	-4%	-1	-1%	-7%	3%	-0.3%	-3%	9%	1%	0%
O=C(Nc1ccccc1)c1ccc(S(=O)(=O)N(CCO)CCO)cc1	-4%	-5%	7	-1%	2%	8%	-0.2%	-12%	11%	-1%	15%
COc1ccc(C2(C(=O)Nc3c(C)n(C)n(-c4ccccc4)c3=O)CCCC2)cc1OC	8%	1%	-3	-1%	-4%	2%	0.3%	-8%	5%	6%[46.1 µM]	5%
COc1ccc(C(CNC(=O)C(C)c2ccc3cc(OC)ccc3c2)N(C)C)cc1 (configuration not stated)	3%	-5%	-1	1%	2%	-14%	-0.7%	0%	?	10%	-4%
CNS(=O)(=O)c1cccc(C(=O)OCC(=O)Nc2ccccc2F)c1	-7%	1%	-5	1%	0%	3%	-0.9%	4%	-6%	0%	2%
O=C(O)C1CC=CCC1C(=O)N1CCCC1 (configuration not stated)	-3%	0%	-13	1%	-3%	1%	-0.4%	2%	1%	3%	3%
O=C(O)CCC(=O)Nc1ccc(-c2nc3ccc(C(=O)c4ccccc4)cc3[nH]2)cc1	-2%	0%	1	-4%	-1%	1%	-0.1%	0%	12%	·	?
CCOc1ccc(N2C(=O)CC(N3CCOCC3)C2=O)cc1 (configuration not stated)	21%	-11%	9	0%	-9%	3%	0.0%	1%	2%	-1%	8%
CCSc1nc(O)cc(=O)n1CC	3%	6%	-4	6%	-4%	1%	0.0%	2%	1%	-13%	-14%
CCN(CC)c1ccc(S(=O)(=O)N2CCOCC2)cc1NC(=O)COC(=O)/C=C/c1ccc(C)o1	6%	?	-42	-2%	1%	4%	-0.1%	-1%	-9%	2%	?
CCOC(=O)C1CCCN(c2cc(C)nc3cc(-c4ccc(Cl)cc4)nn23)C1 (configuration not stated)	1%	0%	-18	0%	-8%	-28%	0.7%	-1%	?	-3%[46.1 µM]	26µM*
Cc1nn(-c2ccccn2)c2c1C(=O)CC(C)(C)C2Br (configuration not stated)	-7%	-2%	-2	-4%	-3%	-3%	0.6%	-1%	15%	5%	2%
